TR-FRET SRC-2 ct – flags TR-FRET format artefacts in PPARgamma SRC-2 recruitment agonist screen. TR-FRET artefact counter-screen; hits give high values. TR-FRET ratio at 8 µM. 0.4% of 200,000 active; in the data active = TR-FRET ratio above about 2000; also: inactives centre near 1500; reference of the scale not given here
Diaphorase inh – counter-screen for diaphorase-based assays: diaphorase inhibitors and chemical oxidizers; diaphorase resazurin-to-resorufin fluorescence, NADH, 16 min; bacterial (C. kluyveri) enzyme, not human; 0.69% of 190,000 active; AID 1217; inhibition, % at 20 µM;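 active = primary screen inhibition at 20 µM above a set limit, cut at about 50% in these data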;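 also: plate controls were DMSO with full reaction for no effect and wells lacking NADH for full effect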
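Detection: fluorescence of resorufin formed from resazurin, Ex 544/Em 590 nm; test system: Clostridium kluyveri diaphorase enzyme; amount: 0.14 U/mL diaphorase, enzyme working solution; times: 16-min room-temperature incubation before reading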
Diaphorase act – diaphorase activation or chemical reduction counter-screen | activation factor at 20 µM | Diaphorase/resazurin coupled assay, resorufin fluorescence, 16 min; hits give high values; 1 = vehicle wells, 0 = NADH-free wells | 0.005% of 190,000 active;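 active = diaphorase activity raised at least twofold by the compound at 20 µM; inactive = activation factor below 2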
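Material: Purified diaphorase enzyme from Clostridium kluyveri | Buffer or medium: 50 mM HEPES pH 7.4 with 4.542 mM MgCl2, 0.005% Tween 20 | Times: 16 min enzyme reaction, ambient temperature | Signal: Red resorufin fluorescence at 544/590 nm excitation/emission | Measure: Increased resorufin signal from activators or reducing compounds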
PPARg SRC-1 ag – promotes SRC-1 coactivator recruitment by human PPARgamma; activation, % at 8 µM; AID 631; 0.41% of 200,000 active; P37231; PPARgamma-SRC-1 coactivator recruitment biochemical assay; in the data active = activation above about 19%;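 also: 0% = DMSO and 100% = reference agonist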
Target sequence (P37231 whole entry, looked up): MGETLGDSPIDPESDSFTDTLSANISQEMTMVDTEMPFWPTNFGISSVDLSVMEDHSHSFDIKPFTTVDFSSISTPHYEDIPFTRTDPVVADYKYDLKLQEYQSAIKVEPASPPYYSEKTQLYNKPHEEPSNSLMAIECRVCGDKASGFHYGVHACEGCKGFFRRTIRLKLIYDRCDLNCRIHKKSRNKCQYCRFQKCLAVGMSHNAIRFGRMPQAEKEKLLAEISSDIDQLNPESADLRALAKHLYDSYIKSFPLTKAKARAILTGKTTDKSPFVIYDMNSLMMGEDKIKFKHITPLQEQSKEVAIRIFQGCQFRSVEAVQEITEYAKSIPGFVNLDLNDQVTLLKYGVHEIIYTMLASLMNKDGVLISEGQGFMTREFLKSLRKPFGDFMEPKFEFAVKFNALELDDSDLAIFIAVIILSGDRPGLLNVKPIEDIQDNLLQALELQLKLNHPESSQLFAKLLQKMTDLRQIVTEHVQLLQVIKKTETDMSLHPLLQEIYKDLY
S1P3 antag – S1P3 (human) receptor antagonism. CHO S1P3 NFAT-BLA reporter, FRET fluorescence, antagonist mode. inhibition, % at 4.98 µM. 0.27% of 170,000 active;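 active = inhibition above the plate cutoff, the mean inhibition of test wells on that plate plus 3 SD, cut at about 28% in these data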;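 also: cells challenged with S1P at its EC80 of 0.8 µM; blue over green emission ratio from cleaved BLA substrate after 4 h stimulation; 0% = S1P-stimulated wells and 100% = unstimulated DMSO-only wells; some compounds past the cut are filed as inactive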
PPARg SRC2 recr – agonists of SRC-2 recruitment by human PPARgamma. P37231. PPARgamma LBD-SRC-2 recruitment, biochemical. activation, % at 8 µM. 0.34% of 200,000 active; in the data active = activation above about 22%;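 also: 0% = vehicle and 100% = reference agonist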
ROMK primary – human ROMK K+ channel modulation, primary screen. 2% of 130,000 active. B-score at 10 µM. P48048. Tet-inducible ROMK, thallium flux fluorescence; actives lie on both sides. AID 1918;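 active = signal ratio slope over the read window, or its plate-corrected B-score, at least 3 SD from the plate mean, either direction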;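 also: B-score of the F/F0 ratio slope over 7 to 12 s after thallium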
G6PDH counter – counter-screen for G6PDH assay hits: L. mesenteroides G6PDH inhibition. Purified L. mesenteroides G6PDH, diaphorase/resazurin coupled fluorescence, 45 min. inhibition, % at 5 µM. 0.12% of 200,000 active. AID 1020; in the data active = inhibition above about 50%
PMI act satM6P – activators of human phosphomannose isomerase at near-saturating mannose 6-phosphate; coupled PMI enzyme assay, resazurin fluorescence, 20 min; hits give high values; 1 = untreated enzyme, 0 = substrate-free blank; activation factor at 20 µM; 0.34% of 190,000 active;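 active = activation factor of 2 or more at 20 µM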
Target sequence (P34949 whole entry, looked up): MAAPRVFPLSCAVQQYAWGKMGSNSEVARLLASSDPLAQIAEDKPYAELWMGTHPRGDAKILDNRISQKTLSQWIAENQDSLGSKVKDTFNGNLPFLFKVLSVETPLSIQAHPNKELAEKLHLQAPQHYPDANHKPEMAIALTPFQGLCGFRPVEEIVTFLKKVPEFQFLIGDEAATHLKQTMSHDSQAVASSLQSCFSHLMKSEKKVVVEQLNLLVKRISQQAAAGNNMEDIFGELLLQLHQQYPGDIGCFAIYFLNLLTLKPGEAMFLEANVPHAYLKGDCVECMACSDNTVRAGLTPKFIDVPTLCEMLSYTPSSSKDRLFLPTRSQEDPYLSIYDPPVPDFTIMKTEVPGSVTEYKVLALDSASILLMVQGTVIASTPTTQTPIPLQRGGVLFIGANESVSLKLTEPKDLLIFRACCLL
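test system = human PMI in coupled enzyme assay | medium = HEPES-buffered pH 7.4 with magnesium and detergent | also added = 1.0 mM mannose-6-phosphate substrate with 0.22 mM NADP+ | compound = 20 µM single dose | times = 20 min incubation at room temperature | measured by = resorufin fluorescence (Ex 544/Em 590 nm) from resazurin via diaphorase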
PMI activator – phosphomannose isomerase (human) activation | AID 1214 | 0.005% of 190,000 active | activation factor at 20 µM | P34949 | purified human PMI, coupled resazurin fluorescence, 20 min; hits give high values; 1 = vehicle control, 0 substrate-free wells;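 active = activation factor of 2 or more at 20 µM, relative to plate controls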
PPARg SRC3 recr – agonists of human PPARgamma SRC-3 coactivator recruitment. P37231. biochemical PPARgamma/SRC-3 coactivator recruitment assay. activation, % at 8 µM. 0.26% of 200,000 active. AID 731; in the data active = activation above about 23%;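 also: 0% = DMSO and 100% = reference agonist; some compounds past the cut are filed as inactive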
The depositor's hits bear a star; . = not tested or not shown.

Below each SMILES – ROMK primary	PPARg SRC-1 ag	TR-FRET SRC-2 ct	Diaphorase act	PPARg SRC2 recr	PMI activator	S1P3 antag	Diaphorase inh	PPARg SRC3 recr	G6PDH counter	PMI act satM6P
> COCCNC(=S)N1CCN(S(C)(=O)=O)CC1
→ -0.022	2	1744	1.1	9	1	-21	-12	9	4	1
> Cn1/c(=N\NC(=O)c2ccccc2Cl)sc2ccccc21
→ 0.64	-3	1560	0.9	7	1.3	6	6	2	1	1.2
> C=CCn1c(C(CCCC)CC(C)O)n[nH]c1=S (stereo not given)
→ .	0	1692	0.8	9	0.9	-13	15	6	-5	1
> Fc1ccc(-n2c(Cc3ccccc3)nnc2SCc2nc(-c3cccs3)no2)cc1
→ .	0	1503	0.9	10	0.9	5	14	12	5	1
> CCN(CC)CCNC(=O)COc1ccc(Cl)cc1Cl
→ .	-4	1329	1	-9	1.1	.	1	-5	5	1.1
> Cc1ccc(NC(=O)/C(C#N)=C/c2ccccc2C(F)(F)F)cc1
→ -0.88	-6	1444	0.9	2	0.9	5	9	-1	10	1
> Cn1c(=O)c2cc(S(=O)(=O)NCCC(=O)NCc3ccccc3Cl)ccc2n(C)c1=O
→ .	6	1775	0.9	-1	1.1	-7	5	0	16	1
> O=C(/C=C/c1c(Cl)nc2ccccn12)N1CCN(c2ccc(F)cc2)CC1
→ -0.17	8	1570	0.9	5	1	-14	15	-4	-6	1.1
> Cc1ccccc1-c1nc(CN2CCC(C(=O)NCCCN3CCCC3)CC2)c(C)o1
→ .	-2	1571	1.3	-3	0.9	11	-34	-3	-2	0.9
> CCOc1ccc(CCNS(=O)(=O)c2c(C)n[nH]c2C)cc1OCC
→ .	-3	1425	0.8	11	0.9	-13	22	-1	0	0.9
> CC(=O)Nc1ccc(NC(=O)CCC(=O)OCC(=O)c2cccc([N+](=O)[O-])c2)cc1
→ 0.11	-4	1595	1.2	8	1.2	1	-20	2	12	1.2
> CC1CN(C(=O)c2ccc(CNS(=O)(=O)c3cccc(C(F)(F)F)c3)cc2)CC(C)O1 (stereo not given)
→ 1.7	-2	1373	0.9	4	1.1	.	12	-8	2	1
> O=C1c2ccccc2C(=O)C1c1ccc(O)cc1
→ .	21*	1592	1	5	1.3	4	-1	5	5	1.3
> CC(C)(C)C(=O)COC(=O)c1cc(-c2cccnc2)nc2ccccc12
→ 1.8	0	1571	1.1	-7	1.1	-17	-6	1	1	1.1
> O=C(OCCN1CCOCC1)c1ccc(OCCN2CCOCC2)cc1
→ 0.76	7	1626	0.9	2	1	.	6	-1	6	1.1
> CC(=O)c1ccc(NC(=S)NNC(=O)NC2CCCCC2)cc1
→ -0.25	12	1839	1.1	6	0.8	4	-8	3	9	0.9
> CCOc1ccc(S(=O)(=O)NCCC(=O)OCC(=O)c2ccc[nH]2)cc1
→ 1.3	9	1553	0.9	8	1	13	12	6	2	0.9
> CC(C(=O)Nc1ccccc1C(=O)O)n1c(C(F)(F)F)nc2ccccc21 (stereo not given)
→ 0.077	6	1435	0.8	-8	1	-3	15	2	2	0.9
> CC1(C)C(c2cccs2)=[N+]([O-])C2(CCCCC/C2=N\O)N1O (stereo not given)
→ 0.12	0	1696	0.9	6	0.9	-15	12	-3	-13	0.9
> CC(=O)Nc1ccc(OC(=O)C(CCS(C)(=O)=O)N2C(=O)c3ccccc3C2=O)cc1 (stereo not given)
→ 0.19	-7	1420	0.9	2	1	2	11	-1	4	1
> Cc1cc(O)c(C(C)C)cc1NC(=O)c1ccccc1Cl
→ 0.059	0	1517	1	7	1	-13	0	3	-11	1
> O=C(COC(=O)c1ccc2ccccc2c1)NCCCc1ccccc1
→ .	5	1544	0.9	-2	1	6	13	2	-6	1.1
> COc1ccc(NC(=O)NNC(=O)c2ccccc2-n2cccc2)cc1OC
→ -0.58	-1	1573	1.1	1	1.1	-11	-9	2	1	1
> O=C(c1ccccc1Cl)N1CCC(O)(c2cccnc2)CC1
→ -0.02	5	1540	.	6	.	-19	.	2	9	.
> CC(C)N(c1nnc(N)s1)C(C)C
→ .	6	1565	0.9	15	1.1	.	10	13	2	1
> CCOC(=O)CSc1nc2cc(OC)ccc2cc1C#N
→ 0.0064	4	1613	0.9	0	1	3	14	-4	1	1.1
> O=C(N/N=C/c1ccc(O)cc1)c1cc(-c2ccc3c(c2)OCO3)n[nH]1
→ .	8	1710	0.9	-7	0.9	19	11	1	-27	0.9
> Cc1cc(C)c(N=C2CCCN2Cc2ccccc2)c(C#N)c1
→ -0.75	0	1404	0.9	-2	1	.	6	-19	7	1
> CN(C)CCOCCOc1ccccc1-c1ccccc1
→ .	4	1450	0.9	0	1	.	6	-2	10	1.1
> O=C(COC(=O)CCc1ccc(S(=O)(=O)N2CCOCC2)cc1)NC1CCCCCC1
→ -0.058	-5	1464	0.8	-9	0.9	0	16	0	1	0.9

Entries above that contain two or more sulfur atoms, in the order listed:
Below each SMILES – ROMK primary	PPARg SRC-1 ag	TR-FRET SRC-2 ct	Diaphorase act	PPARg SRC2 recr	PMI activator	S1P3 antag	Diaphorase inh	PPARg SRC3 recr	G6PDH counter	PMI act satM6P
> COCCNC(=S)N1CCN(S(C)(=O)=O)CC1
→ -0.022	2	1744	1.1	9	1	-21	-12	9	4	1
> Fc1ccc(-n2c(Cc3ccccc3)nnc2SCc2nc(-c3cccs3)no2)cc1
→ .	0	1503	0.9	10	0.9	5	14	12	5	1

Other entries
Below each SMILES – ROMK primary	PPARg SRC-1 ag	TR-FRET SRC-2 ct	Diaphorase act	PPARg SRC2 recr	PMI activator	S1P3 antag	Diaphorase inh	PPARg SRC3 recr	G6PDH counter	PMI act satM6P
> CC(C)(C)c1ccc(C(=O)Nc2ncn[nH]2)cc1
→ 0.34	5	1578	1	4	0.9	-2	-3	1	18	1
> C/C(CC(=O)Nc1ccc(C)c(Cl)c1)=N\NC(=O)c1ccco1
→ -0.54	7	1707	0.8	1	0.9	1	16	2	9	1
> O=C(NNC(=S)NC1CCCCC1)c1cccc(S(=O)(=O)Nc2ccccc2Cl)c1
→ -1.3	6	1656	0.9	4	0.9	11	7	3	-4	1
> CC(C)CC(c1nnnn1CC1CCCO1)N1CCN(Cc2ccc3c(c2)OCO3)CC1 (stereo not given)
→ .	-2	1571	0.9	-1	1	-22	10	-2	-9	1
> C=CCn1c(N)cc(=O)nc1SCC(=O)N1CCN(c2ccc(F)cc2)CC1
→ .	8	1409	0.9	-4	0.8	-5	6	3	0	0.9
> O=C1c2cccc3cccc(c23)C(=O)N1CCN1CCN(C(=S)Nc2ccc(F)cc2)CC1
→ .	-2	1521	0.9	8	1.1	-4	6	-1	4	1
> Cc1ccc(-c2c(C(=O)N(C)Cc3ccccc3)oc(=O)c3ccccc23)cc1
→ -1.6	0	1532	1	4	1	-5	3	1	3	1
> Cc1sc2ncn(CC(=O)NCc3ccco3)c(=O)c2c1-c1ccc(F)cc1
→ 0.0021	6	1755	0.8	9	1	-3	24	-1	11	0.9
> COC(=O)CSc1ccc(S(=O)(=O)N2CCC(C)CC2)cc1[N+](=O)[O-]
→ 1.4	4	1513	1.1	1	1.1	9	-11	0	6	1.1
> COc1cc(/C=C2\C(=O)N(c3ccc(S(N)(=O)=O)cc3)N=C2C)ccc1OC(=O)c1ccco1
→ -0.072	8	1538	0.7	-3	1.3	-19	30	-3	7	1.4
> COC(=O)c1[nH]c2ccc(F)cc2c1NC(=O)CCN1CCN(C(=O)c2ccco2)CC1
→ .	-2	1300	0.9	-2	1	-7	8	7	4	1
> CCC(=O)N(C)CCc1cc2c(c(OC)c1/C=N/NC(=O)c1ccc(Br)cc1)OCO2
→ -0.28	0	1496	0.9	2	0.9	-9	9	0	7	1
> CCCN1CNC(=S)N(c2ccccc2OC)C1
→ .	-8	1494	0.9	-1	1	11	7	-5	-13	1
> O=S(=O)(c1ccccc1)n1cc(-c2ccccn2)c(N2CCOCC2)n1
→ 1.1	3	1602	0.8	3	0.9	-17	21	1	-2	0.9
> Cc1ccc(Cl)cc1N1CCN(S(=O)(=O)c2cccc(S(=O)(=O)N3CCCC3)c2)CC1
→ -3.3*	-5	1455	0.8	0	0.9	.	16	-3	-3	0.9
> Cc1ccc(NC(=O)c2ccc(OC(=O)C(C)Oc3ccc(Cl)cc3C)cc2)cc1 (stereo not given)
→ .	-7	1416	1.1	-4	1.1	4	-5	-4	2	1.1
> O=c1n(Cc2ccccc2F)c2ccccc2n1Cc1ccccc1F
→ 0.44	2	1577	1	12	1	.	3	-4	3	1.1
> COc1cccc(C(=O)Oc2cc(C)[nH]c(=O)c2[N+](=O)[O-])c1
→ .	-4	1629	0.8	0	1.1	-12	15	6	7	1.1
> Clc1ccc(-c2nn3c(-c4cccc(Cl)c4)nnc3s2)cc1
→ 0.32	.	.	0.9	.	1.1	.	7	.	3	1.1
> COCC1CCCN(Cc2cn(-c3ccccc3)nc2-c2ccc3c(c2)OCO3)C1 (stereo not given)
→ -1.6	8	1611	1.1	9	0.9	-1	-8	4	16	0.9
> COc1ccc(CCN2C(=O)CC(C(C)c3ccccc3)C2=O)cc1OC (stereo not given)
→ -0.054	8	1648	1	10	1	-4	-5	4	0	1
> CCSC1=C(C#N)C(=O)n2c1cc1c2CCCC1
→ -0.031	7	1434	0.7	6	1.1	-9	28	-13	15	1.6
> O=C(NNC(=O)C1CC1c1ccccc1)Nc1ccccc1 (stereo not given)
→ 0.55	2	1583	0.9	15	0.8	-14	10	1	9	1
> COCCNC(=O)/C(C#N)=C1\N=C(N)c2ccccc21
→ .	0	1606	0.8	-2	1	10	18	2	15	0.9
> CN=C1SC(CC(=O)Nc2sc3c(c2C#N)CCCC3)C(=O)N1C (stereo not given)
→ -0.066	-3	1542	1.1	6	1.2	.	-11	-2	5	1.1
> CCN1C(=O)C(Cc2nc3ccccc3c(=O)n2C)c2ccccc21 (stereo not given)
→ 0.057	9	1489	0.8	9	1.1	-5	16	5	4	1
> Cc1ccc2cc(-c3noc(C4CCCO4)n3)c(=O)[nH]c2c1 (stereo not given)
→ .	3	1631	0.9	-7	1	17	9	-5	-2	1.1
> CN(C)S(=O)(=O)Oc1ccsc1C(=O)Nc1ccccc1Cl
→ .	-8	1421	1	3	1	.	4	-5	4	1.1
> COc1ccc(-n2c(=O)cc(N3CCc4ccccc43)[nH]c2=O)cc1
→ .	-5	1510	0.9	-4	1	-1	14	-8	-3	0.8
> Cc1cc(C(=O)OCC(=O)N2CCc3ccccc32)c(C)o1
→ 1.5	-8	1506	0.9	-6	0.9	-10	7	0	-4	1

Copied from the list:
For PMI activator, Clc1ccc(-c2nn3c(-c4cccc(Cl)c4)nnc3s2)cc1 is listed with 1.1
For Diaphorase inh, CCN1C(=O)C(Cc2nc3ccccc3c(=O)n2C)c2ccccc21 (stereo not given) is listed with 16

Screens as filed in PubChem BioAssay.
